Compound activity as filed in PubChem.
Shn3 3UTR inh: reduces Shn3 3'UTR luciferase signal in osteoblasts; AID 588674; inhibition, % at 12.5 µM; Clone20 osteoblast Shn3 3'UTR firefly luciferase, 24 h; actives 0.52% (n = 360,000);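 active = mean inhibition of at least 75% with every replicate also reaching 75%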;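 also: 0% = median of neutral control wells and 100% = pilot-screen positive control compound; some compounds past the cut are filed as inactive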
NR2E3 ag-1: human photoreceptor-specific nuclear receptor agonism; Q9Y5X4; CHO-S Gal4-NCOR/VP16-NR2E3 two-hybrid, luciferase; inhibition of corepressor binding, % at 3.98 µM; actives 0.35% (n = 360,000); AID 602229;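 active = inhibition above the mean of all tested compounds plus 3 SD, cut at about 70% in these data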;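 also: 0% = DMSO with NR2E3 transfected cells and 100% = cells lacking NR2E3 construct; higher means lower luciferase signal from less NR2E3 corepressor binding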
Target sequence (Q9Y5X4 whole entry, looked up, the tested form may be a part): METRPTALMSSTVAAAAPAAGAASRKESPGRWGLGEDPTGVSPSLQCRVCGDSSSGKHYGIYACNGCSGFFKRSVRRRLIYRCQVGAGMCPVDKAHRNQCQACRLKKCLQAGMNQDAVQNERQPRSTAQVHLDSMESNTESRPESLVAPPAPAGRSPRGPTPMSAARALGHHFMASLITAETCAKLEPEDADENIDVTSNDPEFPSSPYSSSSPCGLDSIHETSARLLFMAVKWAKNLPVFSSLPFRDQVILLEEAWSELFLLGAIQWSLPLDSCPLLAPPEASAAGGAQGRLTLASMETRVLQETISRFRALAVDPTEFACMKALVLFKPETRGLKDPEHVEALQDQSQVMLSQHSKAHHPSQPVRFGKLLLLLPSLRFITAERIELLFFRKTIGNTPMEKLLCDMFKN
TWEAK-Fn14 inh: blocks TWEAK-Fn14 interaction in a reporter cell assay; TWEAK-stimulated Fn14 reporter cells, luciferase luminescence, 8 h; inhibition, % at 10 µM; actives 2% (n = 360,000); in the data active = inhibition above about 50%
KKLEB cytotox: CF airway cell cytotoxicity counter-screen; KKLEB CF airway cells viability, ATPlite luminescence, overnight; hits give low values; cells stimulated with P. aeruginosa culture filtrate; activity change (cytotoxicity), % at 5 µM; actives 0.36% (n = 360,000);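 active = corrected activity change at or below -50% at 5 µM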
NR2E3 ag-2: activates human photoreceptor nuclear receptor NR2E3 | actives 0.12% (n = 320,000) | Q9Y5X4 | inhibition of corepressor binding, % at 4.78 µM | AID 2300 | GST-NR2E3/biotin-RetCOR TR-FRET, 1536-well;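 active = percent inhibition above the cutoff of mean plus 3 SD of all tested compounds, set per screening campaign, cut at about 20% in these data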;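 also: 0% = DMSO wells and 100% = biotin wells as full block of FRET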
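Material: NR2E3–RetCOR corepressor complex / Amount: 1.35 nM GST-NR2E3 / Medium: Tris pH 7.5 / Compound: single nominal compound dose of 4.8 µM / Incubation: 5 h at 4 °C / Technique: TR-FRET, Eu(K)-anti-GST donor, streptavidin-D2 acceptor, ex 340, em 617/671 nm / Read-out basis: percent loss of FRET ratio relative to control wells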
TROY NFkB inh: inhibitors of TROY-dependent NF-kB signaling | Q293 LMP1-TROYcd NF-kB luciferase reporter, 4 h | inhibition, % at 10 µM | actives 0.98% (n = 360,000);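 active = compounds whose plate-normalised and pattern-corrected inhibition of the luciferase reporter signal at the single screening dose is 50% or more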
MITF TRPM1 inh: MITF TRPM1 promoter inhibition in SK-MEL-5 cells; SK-MEL-5 TRPM1 promoter luciferase, 24 h; inhibition, % at 12.5 µM; AID 488899; actives 0.83% (n = 330,000);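 active = mean inhibition across replicates of 60% or more, whatever share of single replicates reaches that level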; also: values of inactives mirror those of a sister screen read the other way
HIF-2a inh: blocks HIF-2a reporter activity; actives 0.72% (n = 360,000); inhibition, % at 18.8 µM; AID 624352; 786-0 RCC cells HIF-2a reporter, luciferase luminescence, overnight;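 active = inhibition of the luminescence signal of 40% or more relative to plate controls, in a single-dose primary screen at 18.75 µM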
C8 TRAIL sens: sensitizes caspase-8 expressing cells to TRAIL; NB7+C8 cells + TRAIL, ATPlite viability luminescence; inhibition (viability loss, TRAIL sensitization), % at 10 µM; actives 1% (n = 360,000);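 active = compounds causing at least 50% loss of cell viability in the single-dose screen, relative to plate controls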
CF NFkB inh: blocks PAF-induced NF-kB reporter in cystic fibrosis cells | KKLEB NF-kB-GFP reporter, GFP fluorescence overnight | inhibition, % at 5 µM | actives 0.86% (n = 360,000);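 active = at least 50% inhibition at 5 µM, scaled per plate between neutral and stimulator controls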;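 also: PAF is a Pseudomonas aeruginosa culture filtrate used as stimulus; plate controls were PAF-stimulated DMSO wells for no effect and unstimulated DMSO wells for full effect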
Peg3 prom inh: Peg3 promoter activity inhibition; HeLa PEG-Prom luciferase reporter, luminescence, overnight; inhibition, % at 20 µM; actives 1.7% (n = 360,000); AID 588405;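 active = inhibition of at least 50% at 20 µM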
Starred values were filed as active, the others as inactive; · = no result given. Not all compounds are listed; the hit share may differ from the screen's.

SMILES | Shn3 3UTR inh | NR2E3 ag-1 | TWEAK-Fn14 inh | KKLEB cytotox | NR2E3 ag-2 | TROY NFkB inh | MITF TRPM1 inh | HIF-2a inh | C8 TRAIL sens | CF NFkB inh | Peg3 prom inh
O=C1CC(c2ccccc2)CC(O)=C1C=NCCN1CCN(Cc2ccccc2)CC1 (stereo not drawn) | 1.1 | -3.6 | 3.4 | 3.4 | -2.8 | 15.8 | -6.8 | 16.7 | -7.6 | 8.4 | -4.7
CC(C(c1cccs1)c1c(N)n(C)c(=O)n(C)c1=O)[N+](=O)[O-] (stereo not drawn) | -23.9 | 15.7 | 6.8 | -10.0 | 4.3 | 11.9 | 7.7 | 11.9 | -8.5 | 9.2 | 3.1
CCOC(=O)c1cc(CC)sc1NC(=O)CC1Sc2ccc(C(F)(F)F)cc2NC1=O (stereo not drawn) | -4.3 | 8.3 | -16.6 | -5.2 | -0.2 | -2.3 | 15.2 | 17.6 | 0.3 | -6.4 | 29.5
COc1ccc(C(=O)Nc2ccc(N3CCOCC3)cc2)cc1S(=O)(=O)N1CCOCC1 | -18.1 | -9.7 | 0.1 | -1.4 | · | 36.6 | -0.2 | -8.0 | -15.5 | 7.2 | 2.7
Cc1cc(C)cc(NC(=O)c2nnn(Cc3cc(C)ccc3C)c2N)c1 | 45.5 | 50.1 | 18.4 | -6.7 | -8.0 | 18.4 | -13.3 | -28.4 | 20.9 | 1.7 | 12.2
FC(F)(F)c1cccc(NC(=S)N2CCN(c3ccccn3)CC2)c1 | 18.8 | -17.3 | 48.3 | 4.8 | 4.1 | 11.5 | -1.6 | 10.2 | -19.0 | 20.4 | 11.4
COc1ccc(NS(=O)(=O)c2cc(NC(=O)c3ccco3)ccc2N2CCCCC2)cc1 | -6.4 | -1.5 | 13.1 | -9.6 | -0.3 | -8.2 | 16.2 | 9.6 | -7.2 | 25.3 | 40.1
COc1ccc(C(=O)N2CCCC(CO)C2)cc1OC1CCN(C(C)C)CC1 (stereo not drawn) | 9.8 | -9.8 | -0.1 | 5.9 | · | 11.2 | · | 9.8 | -3.2 | 2.7 | 6.7
COc1cc2oc(=O)cc(CN3CCCCC3)c2cc1Cl | -3.3 | -8.0 | -34.7 | 0.6 | · | -2.2 | · | -35.0 | -3.8 | -17.0 | -17.7
COc1ccc(CCNc2ncnc3c2oc2ccccc23)cc1OC | 83.6 | 89.7* | 90.9* | -0.2 | 1.4 | 57.3* | 3.0 | -45.9 | 15.1 | 7.9 | 21.1
CCOc1ccc(CNS(=O)(=O)c2c(C)nc3sccn3c2=O)cc1OC | -1.6 | -5.0 | 7.7 | 2.6 | 3.4 | 0.3 | -1.2 | 2.4 | -13.2 | 6.0 | 20.3
CCCn1c(=O)c(C(=O)NCc2ccco2)c(O)c2ccccc21 | 5.8 | -42.7 | -13.5 | 2.1 | 3.8 | -24.9 | 13.3 | -12.6 | -3.1 | -12.3 | -8.8

Reprinted from the part before: 2 entries, followed by the next part.
SMILES | Shn3 3UTR inh | NR2E3 ag-1 | TWEAK-Fn14 inh | KKLEB cytotox | NR2E3 ag-2 | TROY NFkB inh | MITF TRPM1 inh | HIF-2a inh | C8 TRAIL sens | CF NFkB inh | Peg3 prom inh
CCOc1ccc(CNS(=O)(=O)c2c(C)nc3sccn3c2=O)cc1OC | -1.6 | -5.0 | 7.7 | 2.6 | 3.4 | 0.3 | -1.2 | 2.4 | -13.2 | 6.0 | 20.3
CCCn1c(=O)c(C(=O)NCc2ccco2)c(O)c2ccccc21 | 5.8 | -42.7 | -13.5 | 2.1 | 3.8 | -24.9 | 13.3 | -12.6 | -3.1 | -12.3 | -8.8
Cc1cccc(C(=O)N/N=C/c2ccc(OCC(=O)N3CCCCC3)cc2)c1 | -7.3 | 1.6 | 24.5 | -9.6 | -0.6 | -3.1 | -5.7 | -37.6 | 8.3 | -3.6 | 2.8
Cc1cc(C(=O)OCC(=O)NCc2ccc(Cl)cc2Cl)c(C)o1 | -7.0 | -20.2 | -3.8 | -10.1 | 0.7 | -0.8 | -3.5 | -1.7 | 3.8 | 4.6 | -2.9
CC(=O)Nc1ccc(NC(=O)C2CCCCN2S(=O)(=O)c2ccc(C(C)(C)C)cc2)cc1 (stereo not drawn) | 8.7 | -5.4 | 4.1 | 4.2 | 6.1 | 2.6 | 0.5 | 25.4 | -5.8 | 1.1 | 16.9
O=C(/C=C/c1cccs1)c1ccc(Br)cc1 | 40.8 | -8.3 | -15.7 | 7.1 | 2.2 | -58.5 | -22.4 | -129.2 | 10.9 | -3.3 | -59.8
COc1cccc(CNC(=O)CNC(=O)N2CC(=O)Nc3ccccc32)c1 | 16.8 | 0.0 | 2.1 | -7.1 | 0.0 | -18.4 | -0.9 | -1.5 | 5.0 | 6.5 | -8.8
COc1ccc(CCC(=O)OCC(=O)N(C)c2c(N)n(Cc3ccccc3)c(=O)[nH]c2=O)cc1 | 9.5 | -5.4 | 2.1 | -0.5 | -3.2 | -5.1 | 0.7 | 5.4 | -0.1 | 16.8 | 5.1
C/C(=N/NS(=O)(=O)c1ccc(Cl)cc1)c1ccncc1 | 3.0 | -12.8 | -1.7 | -9.7 | -0.1 | 9.2 | 6.8 | 4.4 | -3.9 | 7.1 | 17.4
COc1ccc(S(=O)(=O)NCc2cccnc2)cc1NC(=O)c1ccc(Cl)cc1 | -71.1 | 20.2 | -9.7 | -11.3 | -6.4 | -9.4 | 6.6 | 13.3 | -13.9 | 9.2 | 15.0
CC(=O)c1cccc(NC(=O)C2C3C=CC(C3=C(c3ccccc3)c3ccccc3)C2C(=O)O)c1 (stereo not drawn) | -8.9 | -15.4 | 9.3 | 18.2 | 1.6 | -10.6 | 8.0 | 22.9 | -8.3 | 18.1 | 10.1
O=c1ccc2cc(S(=O)(=O)N3CCN(c4ccccc4)CC3)ccc2[nH]1 | 2.6 | 11.9 | 3.9 | 3.9 | 0.0 | -0.4 | · | 19.0 | 28.7 | 3.2 | 0.6
CCOc1ccc(-n2c(=O)c3sccc3n(CC(=O)NCc3ccco3)c2=O)cc1 | -3.4 | 12.1 | 16.7 | -3.1 | -2.4 | 9.9 | 8.0 | -4.6 | 2.5 | -10.2 | 12.8
CC1(C)CCc2cc(CN3CCN(c4ccccn4)CC3)ccc2O1 | 2.0 | -32.8 | 1.6 | -4.6 | 1.4 | 0.6 | 1.4 | 9.7 | 10.1 | -4.0 | -3.7
Cn1cc(-c2coc3c(C(=O)NCc4cccs4)cccc23)cn1 | 4.0 | 5.5 | -0.6 | -7.6 | · | -19.5 | · | -70.9 | -5.7 | 18.2 | -38.4
CC1(C)CC(=O)c2sc(NS(=O)(=O)Cc3ccccc3)nc2C1 | -30.9 | -39.0 | -22.9 | -2.0 | 2.5 | -14.9 | -22.1 | -115.1 | -12.3 | 3.2 | -49.1
CC(=O)Nc1ccc(C(=O)OCC(=O)NCc2ccc3c(c2)OCO3)cc1 | 10.3 | -20.7 | -25.7 | -10.3 | · | -16.5 | 7.7 | 7.4 | 5.5 | 16.5 | -4.4
O=C(CSc1ccccc1)Nc1ccc(S(=O)(=O)Nc2ncccn2)cc1 | 1.8 | -4.5 | -21.9 | -1.6 | 0.6 | -8.5 | -0.7 | 7.2 | 4.7 | 4.6 | 12.2
O=C1CCCN1CCCNc1ccc2nnc(CCC(=O)N3CCN(c4ccccc4)CC3)n2n1 | -5.0 | -16.6 | -6.0 | -1.8 | -0.9 | -0.4 | 5.0 | 4.2 | -27.2 | -5.7 | -0.6
O=C(NCc1cccnc1)c1cccc(NC(=O)c2ccco2)c1 | 14.9 | 24.6 | -17.1 | 1.9 | -0.2 | -2.2 | 6.6 | 1.5 | 5.8 | -3.4 | 13.3
COc1cc(C(c2c(C)[nH][nH]c2=O)c2c(C)[nH][nH]c2=O)ccc1OS(=O)(=O)c1ccc(C)cc1 | 28.8 | -8.3 | -3.2 | 0.2 | 1.6 | -5.6 | 7.5 | 0.4 | -10.6 | -1.1 | -5.6
COc1ccc(NC(=O)CN(C)C(=O)C2=NN(c3ccccc3)C(=O)CC2)cc1 | -11.2 | -16.7 | 5.1 | 2.7 | 0.8 | -30.3 | 2.2 | 7.2 | -8.4 | -0.4 | -5.4
Cn1c(=O)c(C(=O)CN2CCCCC2)c(N)n(Cc2ccccc2)c1=O | -1.7 | -12.1 | -23.3 | 3.2 | -0.7 | 1.6 | 8.1 | 4.1 | -7.0 | -5.8 | 3.4
Cc1nc2ccccc2c(C)c1CC(=O)N(C)CC(=O)Nc1cccc(F)c1 | 15.0 | 2.6 | -26.1 | -5.8 | 1.2 | 1.4 | 18.6 | 12.3 | 8.5 | -5.0 | -3.6
COc1ccc(CCNC(=O)CCCCCNc2nc(=S)[nH]c3ccccc23)cc1OC | 27.5 | 1.4 | 19.1 | -6.2 | 1.4 | 23.2 | 18.2 | 18.5 | -16.6 | -0.8 | 7.2
Cc1cc(NC(=O)CS(=O)(=O)Cc2ccccc2)no1 | 5.6 | -32.0 | 10.9 | -8.1 | 8.2 | 9.2 | 3.2 | 21.9 | -16.8 | 16.0 | 7.7
CC1=CC(=O)CC(C)(C)[C@@]1(O)/C=C/[C@@H](C)O[C@@H]1O[C@H](CO)[C@@H](O)[C@H](O)[C@H]1O | 3.9 | 5.7 | -11.4 | -0.2 | · | -7.0 | · | -6.1 | 0.2 | -9.0 | -6.3
O=C(O)c1ccc(N/N=C/c2cccc(C(F)(F)F)c2)cc1 | -26.8 | -113.9 | 0.0 | -5.4 | 0.2 | 24.5 | -115.2 | -193.1 | -1.7 | 39.5 | -251.3
Cc1ccnc(SC2CC(=O)N(c3ccc(Cl)cc3)C2=O)n1 (stereo not drawn) | 4.1 | 6.0 | 3.0 | 2.7 | · | 5.3 | -0.3 | 19.0 | -3.2 | -2.7 | 0.5
Cc1cccc(C)c1-n1c(SCC(=O)NCc2ccco2)nc2ccccc2c1=O | 2.7 | -11.4 | -4.7 | 10.3 | 0.3 | -0.4 | -2.0 | 16.4 | -9.4 | -11.7 | 12.8
CC(C)(C)NC(=O)NC(=O)CN1CCN(Cc2ccccc2)CC1 | 3.6 | -6.4 | 7.2 | 9.6 | -2.3 | 5.6 | -0.6 | 8.9 | 4.0 | -14.7 | 16.4
CC(C)CC(=O)Nc1nnc(CCc2ccccc2)s1 | -22.1 | -22.2 | -5.7 | 5.4 | 0.3 | -36.4 | -15.4 | -89.4 | -15.9 | -15.4 | -51.5
Cc1ccccc1CSc1ccc(S(=O)(=O)N2CCCC2)cn1 | 0.7 | -1.0 | 36.3 | 1.4 | · | 6.5 | 10.5 | -11.3 | -4.1 | -11.3 | 10.4
COc1ccc(OCC(=O)N2CCN(S(=O)(=O)c3ccc(Cl)cc3)CC2)cc1 | 7.3 | -6.3 | -7.1 | 1.9 | -0.7 | -8.5 | -8.7 | 7.5 | -6.5 | -6.7 | 7.1
CCN(CC)CCN1C(=O)C(=O)/C(=C(/O)c2ccc(OC(C)C)cc2)C1c1ccncc1 (stereo not drawn) | -5.3 | -7.5 | 9.9 | 0.4 | 0.0 | -22.2 | -4.0 | 1.4 | 10.8 | 3.9 | -0.9
